Screening results from PubChem.
Cneo AK release – Cryptococcus neoformans lysis via adenylate kinase release. lysis activity, % at 15 µM. AID 651654. actives 0.2% (n = 360,000). C. neoformans lysis, adenylate kinase release luminescence, 4 h; normalised: neutral wells 0, clomiphene wells 100;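 active = mean lysis activity across replicates of at least 80%, whatever share of replicates individually reach that level; inactive = mean lysis activity below 80%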
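Assay system: log-phase C. neoformans yeast / Quantity: yeast cell density of 5 × 10^6 cells/mL / Medium: fresh YPD growth medium / Compound: single dose / Timing: static 4 h at 37 °C with compound, 1 h detection / Measured by: adenylate kinase release luminescence / Read-out: lysis from increased AK signal / Benchmarks: Clomiphene as positive lysis control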
PGC1a acetyl inh – PGC1a acetylation modulation, inhibitor mode | U2OS PGC1a acetylation, AlphaScreen anti-acetyl-lysine; with virally co-expressed GCN5 acetyltransferase | inhibition, % at 15.6 µM | actives 0.17% (n = 350,000) | AID 651687;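 active = every replicate shows inhibition of at least 40%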;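 also: 0% = neutral control wells and 100% = positive control wells; some results beyond the cut were filed as inactive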
E-selectin induc – induces E-selectin expression in human endothelial cells; P16581; HUVEC E-selectin immunofluorescence imaging; normalized: neutral wells 0, TNF-alpha wells 100; activation, % at 7.58 µM; actives 0.37% (n = 260,000);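 active = mean E-selectin-positive cell signal at least 10% of the positive control, reached in at least 60% of replicates, without over 20% cell loss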;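 also: in these data hits start at about 27%; measured in HUVEC primary endothelial cells; signal is the percent of cells scored E-selectin positive by PE staining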
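Material: HUVEC primary endothelial cells; Amount: 3,000 cells per well; Dosing: single concentration; Medium: EGM-2 growth medium on 0.1% gelatin-coated wells; Read-out basis: percent E-selectin-positive cells; Signal: immunofluorescence imaging; Control set: TNF-alpha, DMSO.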
ERAP1 HTS inh – inhibitors of human ERAP1 aminopeptidase; actives 0.15% (n = 340,000); inhibition, % at 10.7 µM; recombinant ERAP1, Leu-AMC fluorescence, 60 min; AID 652197; Q9NZ08;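 active = mean replicate inhibition of at least 30%, or all replicates individually reaching that 30% level; inactive = mean below 30% and not every replicate reaching it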;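 also: 0% = neutral control wells and 100% = L-leucinethiol positive control wells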
PglD DTNB – blocks C. jejuni PglD acetyltransferase activity. purified PglD enzyme, DTNB colorimetric CoA detection. inhibition, % at 12.5 µM. actives 0.098% (n = 360,000). AID 602405; in the data active = inhibition above about 16%, passing the limit was not always enough; also: strong numbers were not always called active
miR122 inh – miR-122 inhibition in Huh7 cells. Huh7 miR-122 Renilla luciferase sensor, 48 h; neutral wells = 0, positive control = 100. activation (reporter increase), % at 12.5 µM. actives 0.3% (n = 340,000);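 active = mean replicate activation score at least 90 and every replicate individually at or above 90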;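 also: higher luciferase means less miR-122 activity so hits act as miR-122 inhibitors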
RAD52 anneal inh – blocks human RAD52 DNA annealing | P43351 | actives 0.46% (n = 360,000) | recombinant RAD52 DNA annealing, FRET fluorescence | inhibition, % at 18.7 µM;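 active = every replicate showing at least 50% inhibition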
RAD54 branch – RAD54 (human) branch migration inhibition; Q92698; RAD54 Holliday junction branch migration, FAM/BHQ fluorescence; inhibition, % at 10.4 µM; actives 0.14% (n = 360,000); AID 602329;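 active = mean normalized replicate activity at least 40 and at least half of replicates scoring 40 or more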;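 also: 0% = median of neutral control wells and 100% = median of positive control wells; inhibitors cause a drop in the FAM fluorescence signal; in these data hits start at about 50%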
Target sequence (Q92698 whole entry, looked up): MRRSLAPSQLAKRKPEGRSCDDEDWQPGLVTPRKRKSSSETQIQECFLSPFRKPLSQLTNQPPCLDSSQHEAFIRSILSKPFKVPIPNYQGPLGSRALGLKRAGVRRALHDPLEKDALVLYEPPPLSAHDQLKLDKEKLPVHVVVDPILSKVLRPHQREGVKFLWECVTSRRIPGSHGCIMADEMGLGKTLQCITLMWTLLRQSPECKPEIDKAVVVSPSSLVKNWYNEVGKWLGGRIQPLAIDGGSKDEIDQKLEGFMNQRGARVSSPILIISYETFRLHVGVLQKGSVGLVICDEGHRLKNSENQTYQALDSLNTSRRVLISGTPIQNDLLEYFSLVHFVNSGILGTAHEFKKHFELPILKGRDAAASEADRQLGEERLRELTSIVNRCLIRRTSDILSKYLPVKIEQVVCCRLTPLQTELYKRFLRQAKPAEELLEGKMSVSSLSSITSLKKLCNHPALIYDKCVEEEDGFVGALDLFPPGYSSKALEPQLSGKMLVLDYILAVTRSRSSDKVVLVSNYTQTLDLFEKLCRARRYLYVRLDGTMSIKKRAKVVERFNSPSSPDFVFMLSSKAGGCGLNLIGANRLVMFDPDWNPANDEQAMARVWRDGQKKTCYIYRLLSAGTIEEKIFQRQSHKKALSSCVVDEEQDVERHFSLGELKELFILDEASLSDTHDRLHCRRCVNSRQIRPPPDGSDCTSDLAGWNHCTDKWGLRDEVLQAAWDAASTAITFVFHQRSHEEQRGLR
Active calls of the source: *; . = no result given; & = joins results of further samples; [ ] = another dose, or the depositor's remark. This is a random part of the collection; any-hit rate near 1.4%.

nr	Molecule	Cneo AK release	PGC1a acetyl inh	E-selectin induc	ERAP1 HTS inh
1	COc1ccc(N2CC(C(=O)NCCc3ccc(OC)c(OC)c3)CC2=O)cc1 (configuration not stated)	0	20	.	.
2	Cc1ccc(OCc2nnc(SCC(=O)NC3CCCCC3)n2C)cc1	0	-3	.	.
3	COc1ccc(OC)c(S(=O)(=O)N2CCC(C(=O)N3CCN(c4ccc(F)cc4)CC3)CC2)c1	-2	-1	-0.4	0
4	CCOC(=O)C1=CCC(c2ccco2)N(S(=O)(=O)c2ccc(C)cc2)C1 (configuration not stated)	-1	-24	-0.1	-2
5	Cc1ccc(S(=O)(=O)/N=C(/Nc2nc(C)cc(C)n2)N2CCOCC2)cc1	0	.	.	.
6	Cn1c(=O)c2cc(NC(=O)NCc3ccc(F)cc3)ccc2n1C/C=C/c1ccccc1	0	.	1.9	-2
7	COc1ccc(-c2ccc(-c3noc(C(C)C)n3)c(OC)n2)cc1	1	-17	.	.
8	C[C@H]1CCCCO[C@H](CN(C)Cc2ccc3c(c2)OCO3)[C@@H](C)CN([C@@H](C)CO)C(=O)c2cc(NS(=O)(=O)c3cn(C)cn3)ccc2O1	-2	-14	0.4	.
9	O=C(NCCCCNC(=O)c1cccnc1)c1cccnc1	0	-4	.	.
10	C[C@H](CO)N1C[C@H](C)[C@H](CN(C)C(=O)Nc2ccccc2F)Oc2ncc(-c3ccc(F)cc3)cc2C1=O	4	0	0.2	0

nr	PglD DTNB	miR122 inh	RAD52 anneal inh	RAD54 branch
1	1	5	.	5
2	6	2	.	-1
3	0	-7	-39	-14
4	3	1	-16	-2
5	-6	-13	.	-1
6	1	56	-18	-2
7	-6	-2	.	-24
8	1	0[16.7 µM]	.	8
9	3	-10	.	-9
10	0	-2[16.7 µM]	-1	7

Exported with values under each structure: entries from further up
Results follow in this order: Cneo AK release, PGC1a acetyl inh, E-selectin induc, ERAP1 HTS inh, PglD DTNB, miR122 inh, RAD52 anneal inh, RAD54 branch
9. O=C(NCCCCNC(=O)c1cccnc1)c1cccnc1
    0, -4, ., ., 3, -10, ., -9
10. C[C@H](CO)N1C[C@H](C)[C@H](CN(C)C(=O)Nc2ccccc2F)Oc2ncc(-c3ccc(F)cc3)cc2C1=O
    4, 0, 0.2, 0, 0, -2[16.7 µM], -1, 7

The list goes on.
nr	Molecule	Cneo AK release	PGC1a acetyl inh	E-selectin induc	ERAP1 HTS inh
11	COc1ccccc1NS(=O)(=O)c1ccc(C(=O)N2CCN(c3ccccn3)CC2)cc1	-1	-6	.	2
12	COc1cccc(S(=O)(=O)N[C@@H]2CC[C@H](CCn3cc(-c4ccccn4)nn3)O[C@@H]2CO)c1	-1	3	0.4	1
13	C[C@H]1CN([C@@H](C)CO)C(=O)c2cc(C#Cc3ccncc3)cnc2O[C@@H]1CN(C)S(=O)(=O)c1ccccc1F	2	37	.	-3
14	CN1OC[C@@H]2CN(C(=O)Cc3ccccc3)[C@H](c3ccccc3Br)C[C@@H]21	3	7	0.1	-3
15	N#C[C@H]1[C@@H](c2ccc(C#Cc3ccccc3F)cc2)[C@H](CO)N1C(=O)C1CC1	0	-12	0.4	-2
16	O=C(CCCc1nc2ccccc2s1)N1CCN(c2ccccc2F)CC1	.	-3	.	-1
17	C[C@@H]1CN([C@H](C)CO)C(=O)Cc2cc(NC(=O)C3CCCCC3)ccc2O[C@H]1CN(C)C(=O)Nc1ccc(F)cc1	7	-6	-3.2	-1
18	CCCNS(=O)(=O)c1ccc(OCC(=O)NCc2ccco2)cc1	1	.	.	.
19	COc1ccc2c(c1)c(C(C)=O)c(C)n2CCc1ccccc1	1	9	.	0
20	CC(=O)Nc1c2c(nn1-c1ccc(C)cc1)CSC2	-1	-6	.	2

nr	PglD DTNB	miR122 inh	RAD52 anneal inh	RAD54 branch
11	-4	-8	-1	-9
12	2	.	-7	-5
13	-1	-4[16.7 µM]	-2	-6
14	4	-3	0	-9
15	-1	.	13	-11
16	.	-1	-20	.
17	0	2[16.7 µM]	3	3
18	-6	12	.	-5
19	-4	0	-12	0
20	0	-3	-9	15

Continuation:
nr	Molecule	Cneo AK release	PGC1a acetyl inh	E-selectin induc	ERAP1 HTS inh
21	COC(=O)c1c(NC(=O)Cc2ccccc2)sc2c1CC(C)(C)NC2(C)C	0	-1	-0.1	.
22	CCOC(=O)N1CCN(C2=C(NS(=O)(=O)c3ccccc3)C(=O)c3ccccc3C2=O)CC1	0	0	.	-1
23	CCCC#Cc1ccc2c(c1)O[C@@H](CN(C)C(=O)CN(C)C)[C@H](C)CN([C@H](C)CO)S2(=O)=O	-1	-3	2.4	-9
24	O=C(C1=C(O)C(=O)N(CCc2ccccc2)C1c1cccnc1)c1ccco1 (configuration not stated)	2	1	.	.
25	O=C(CN1CCN(Cc2ccccc2Cl)CC1)N/N=C/c1cccs1	2	6	.	0
26	O=C(NCc1ccc2c(c1)OCO2)c1cc(-c2ccccc2)nn1CC1CC(c2cccnc2)=NO1 (configuration not stated)	0	-11	-0.7	-2
27	CCCN(CCC)S(=O)(=O)c1ccc(NC(=O)c2cc(C(=O)OC)cc([N+](=O)[O-])c2)cc1	-2	5	.	.
28	COc1ccc(NC(=O)N[C@@H]2C=C[C@H](CC(=O)NC3CCC3)O[C@H]2CO)cc1	-3	13	1.0	1
29	O=C1CSC(c2ccccn2)N1c1ccccc1 (configuration not stated)	0	-1	.	1
30	COCCNC(=S)N1CCN(c2nc(-c3ccc(Cl)cc3)cs2)CC1	1	7	.	-4

nr	PglD DTNB	miR122 inh	RAD52 anneal inh	RAD54 branch
21	5	-7	-100	2
22	1	-8	-4	-4
23	-2	-6[16.7 µM]	3	3
24	.	-1	.	0
25	-3	1	-1	-7
26	-2	17	-17	2
27	-1	-13	.	-8
28	0	.	-1	-7
29	3	-1	-6	-4
30	6	0	-21	-3

The results go on.
nr	Molecule	Cneo AK release	PGC1a acetyl inh	E-selectin induc	ERAP1 HTS inh
31	C[C@@H]1CN([C@@H](C)CO)C(=O)c2cc(NC(=O)Nc3ccc(F)cc3)ccc2O[C@@H](C)CCCCO[C@@H]1CN(C)Cc1ccc(C(=O)O)cc1	10	-6	0.2	-1
32	CCOc1ccc(NC(=O)CN(C)C(=O)CN2C(=O)C3CCCCC3C2=O)cc1OCC (configuration not stated)	-1	-22	1.2	-8
33	CCC(=O)c1ccc(OCC(O)CNCc2ccc(F)cc2)cc1 (configuration not stated)	0	-5	-0.2	2
34	S=C(NCC1CCCCC1)Nc1cccnc1	6	-1	.	-1
35	O=C(Nc1cccc(C(=O)NC2CCCCC2)c1)c1ccccc1	0	.	0.5	3
36	COc1ccccc1OCCNC(=O)C1CCN(C(C)=O)CC1	0	.	.	-3
37	COc1ccc(S(=O)(=O)N(C)C[C@H]2OCCCC[C@@H](C)Oc3ccc(NC(=O)Cc4ccccc4)cc3C(=O)N([C@@H](C)CO)C[C@H]2C)cc1	48	-11	0.9	-3
38	CC[C@@]1(C(=O)OC)N[C@H](CN(C)C(=O)Nc2ccccc2)[C@@H]2C(=O)N(Cc3ccccc3)C(=O)[C@@H]21	-2	.	0.1	.
39	S=C(NCCCN1CCOCC1)Nc1ccc(Cl)c(Cl)c1	-1	39	.	.
40	C[C@@H]1CN([C@H](C)CO)C(=O)Cc2cc(NS(=O)(=O)c3ccc(F)cc3)ccc2O[C@@H]1CN(C)C(=O)Nc1ccccc1	1	-1	0.3	1

nr	PglD DTNB	miR122 inh	RAD52 anneal inh	RAD54 branch
31	-2	-3[16.7 µM]	21	-8
32	0	-2	-5	12
33	2	-4	-20	-1
34	4	15	1	0
35	3	0	-13	-1
36	4	5	-6	-13
37	-1	1[16.7 µM]	-60	-14
38	-7	.	-1	-6
39	4	-2	.	4
40	2	2[16.7 µM]	-11	4

Arranged by value in miR122 inh (falling): 5 from the list above.
| entry | compound | miR122 inh |
| --- | --- | --- |
| 1 | COc1ccc(N2CC(C(=O)NCCc3ccc(OC)c(OC)c3)CC2=O)cc1 (configuration not stated) | 5 |
| 4 | CCOC(=O)C1=CCC(c2ccco2)N(S(=O)(=O)c2ccc(C)cc2)C1 (configuration not stated) | 1 |
| 30 | COCCNC(=S)N1CCN(c2nc(-c3ccc(Cl)cc3)cs2)CC1 | 0 |
| 16 | O=C(CCCc1nc2ccccc2s1)N1CCN(c2ccccc2F)CC1 | -1 |
| 21 | COC(=O)c1c(NC(=O)Cc2ccccc2)sc2c1CC(C)(C)NC2(C)C | -7 |

Next part:
nr	Molecule	Cneo AK release	PGC1a acetyl inh	E-selectin induc	ERAP1 HTS inh
41	CC1CC(=O)c2cc(-c3ccccc3)oc2C1 (configuration not stated)	-1	-3	0.8	0
42	Cc1noc(C)c1S(=O)(=O)Nc1ccc2c(c1)C(=O)N([C@@H](C)CO)C[C@H](C)[C@H](CN(C)C(=O)Nc1ccc(C(F)(F)F)cc1)OCCCC[C@H](C)O2	0	5	0.4	1
43	COc1ccc(C2CC(=O)c3cnn(-c4nc(C)cc(C)n4)c3C2)cc1OC (configuration not stated)	0	7	.	-8
44	C[C@@H]1CN([C@@H](C)CO)C(=O)Cc2cc(NC(=O)C3CC3)ccc2O[C@H]1CN(C)Cc1ccncc1	-7	-3	0.4	1
45	O=C(CN1CCOCC1)NCC[C@@H]1CC[C@@H](NC(=O)Nc2ccc(C(F)(F)F)cc2)[C@@H](CO)O1	-8	7	-0.3	.
46	O=c1oc2ccccc2cc1-c1csc(NN=C2CCCCC2)n1	1	-7	.	.
47	CCCN(C)C[C@@H]1Oc2cc(C#CCOC)ccc2S(=O)(=O)N([C@H](C)CO)C[C@@H]1C	-2	5	0.7	1
48	O=C(Nc1cc(F)ccc1F)N1[C@@H]2CNC[C@H]1C2c1ccc(-c2cccnc2)cc1 (some centres not stated)	.	-5&2	0.2&0.2	0&0
49	Cc1ccc(C(=O)N(CC(=O)NC2CCCC2)c2ccccc2Cl)s1	0	2	0.0	-2
50	CN1C(=O)c2cc(NC(=O)C3CCCC3)ccc2OC[C@H]2O[C@@H](CC(=O)NCC(F)(F)F)CC[C@@H]21	1	2	0.4	-1
51	C[C@H]1CCCCO[C@@H](CN(C)Cc2ccncc2)[C@@H](C)CN([C@@H](C)CO)C(=O)c2cc(NC(=O)Nc3ccc(C(F)(F)F)cc3)ccc2O1	-2	4	0.0	0
52	CC(C)C(=O)N1CCN(c2ccccc2NC(=O)c2cccc(Cl)c2)CC1	4	-14	.	.

nr	PglD DTNB	miR122 inh	RAD52 anneal inh	RAD54 branch
41	4	.	8	-4
42	-2	14[16.7 µM]	-34	-3
43	-1	0	-1	-4
44	1	0[16.7 µM]	20	1
45	3	3[16.7 µM]	-1	1
46	-2	-3	.	-4
47	-3	2[16.7 µM]	2	-2
48	.	.	5&0	.
49	3	-3	-4	-8
50	-4	-2[16.7 µM]	-5	-9
51	-3	-5[16.7 µM]	34	-10
52	1	15	.	-4
